# Compound activity from PubChem.
# TDP43 rescue – TDP-43 toxicity inhibition in yeast | Potency, µM (titrated, usually from 46.1 µM), inactives show at the top dose growth rescue (activation), actives largely listed as activators | TDP-43 expressing yeast growth rescue, BacTiter-Glo, 24 h | AID 652104 | 1.8% of 410,000 active; note: potency is the fitted concentration of half-maximal effect; % of control where 0% means no effect; nearly all actives have a fitted effect of over 50% in size
#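 Cell-based yeast growth screen: TDP-43 expression induced in galactose, inoculum OD600=0.02 after raffinose pregrowth to mid-log. Read-out BacTiter-Glo luminescence at 24 hr, 30 deg C; inhibition of toxicity seen as signal increase.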
# Abeta rescue – compounds reversing amyloid beta toxicity in yeast; yeast expressing A-beta42, growth rescue, OD600, 48 h; response scale: 0% DMSO, 100% iron-clioquinol control; Potency, µM (titrated, usually from 46.1 µM), without a hit: top-dose growth rescue, usual class: activators; 0.063% of 410,000 active; AID 1347071; note: potency is the fitted concentration of half-maximal effect; nearly all actives have a fitted effect of over 55% in size
#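 Growth rescue measured by 600 nm absorbance after 48 h yeast culture at 30 C with compound. Values normalized between DMSO and an equimolar ferric chloride plus clioquinol control.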
# GLP-1R inv ag – inverse agonists of human GLP-1 receptor; P43220; HEK293 GLP-1R CRE-luciferase, luminescence, 24 h; GLP-1R form is constitutively active; Potency, µM (doses to about 38.3 µM), without a hit: at the top dose activity change, negative = inhibition, hits mostly inhibitors; 1.6% of 410,000 active; note: potency is the fitted concentration of half-maximal effect; % is set by controls: 0 for no effect and ±100 for the full control effect; nearly all actives have a fitted effect of over 55% in size
# Target sequence (P43220 whole entry, looked up): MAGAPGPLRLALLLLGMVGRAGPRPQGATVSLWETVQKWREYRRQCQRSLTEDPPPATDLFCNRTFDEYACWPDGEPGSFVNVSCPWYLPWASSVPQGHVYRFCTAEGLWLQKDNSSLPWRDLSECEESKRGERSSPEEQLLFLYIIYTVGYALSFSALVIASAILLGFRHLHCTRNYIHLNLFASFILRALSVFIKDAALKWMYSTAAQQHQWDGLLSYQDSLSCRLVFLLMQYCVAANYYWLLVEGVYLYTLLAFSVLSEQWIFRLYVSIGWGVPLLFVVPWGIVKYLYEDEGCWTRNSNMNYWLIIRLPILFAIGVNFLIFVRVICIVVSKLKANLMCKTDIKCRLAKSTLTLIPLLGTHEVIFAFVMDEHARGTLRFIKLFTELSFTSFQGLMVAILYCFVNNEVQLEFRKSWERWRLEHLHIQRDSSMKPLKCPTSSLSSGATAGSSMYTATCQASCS
#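 Assay principle: reduced luminescence from a cAMP-responsive reporter in HEK293 cells co-expressing a constitutively active GLP-1R. Conditions: 24 hr compound incubation, 37 deg C, 5% CO2.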
# aSyn rescue – rescues yeast growth from alpha-synuclein toxicity | Yeast expressing alpha-synuclein, growth rescue, BacTiter-Glo, 24 h | 0.14% of 370,000 active | Potency, µM (top dose mostly 46.1 µM), for inactives: at the top dose growth rescue (activation), hits mostly activators | AID 652106; note: potency is the fitted concentration of half-maximal effect; % of control where 0% means no effect; nearly all actives have a fitted effect of over 65% in size
#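 Galactose-induced alpha-syn yeast (OD600=0.02, raffinose-pregrown) + pinned cpd, 24 hr, 30 deg C; growth by BacTiter-Glo luminescence. Growth restoration scores as activation.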
# DRD3 antagonist – antagonists of human D3 dopamine receptor; D3R cells, DiscoveRx beta-arrestin luminescence, antagonist mode; hits give low values; max response, negative = inhibition, %; 2.5% of 360,000 active; in the data active = max response below about -50%; inconclusive = no clear call, values can overlap the other calls; note: % is set by controls: 0 for no effect and ±100 for the full control effect; mostly tested at two doses, the higher about 12 µM
# Target sequence (P35462 whole entry, looked up): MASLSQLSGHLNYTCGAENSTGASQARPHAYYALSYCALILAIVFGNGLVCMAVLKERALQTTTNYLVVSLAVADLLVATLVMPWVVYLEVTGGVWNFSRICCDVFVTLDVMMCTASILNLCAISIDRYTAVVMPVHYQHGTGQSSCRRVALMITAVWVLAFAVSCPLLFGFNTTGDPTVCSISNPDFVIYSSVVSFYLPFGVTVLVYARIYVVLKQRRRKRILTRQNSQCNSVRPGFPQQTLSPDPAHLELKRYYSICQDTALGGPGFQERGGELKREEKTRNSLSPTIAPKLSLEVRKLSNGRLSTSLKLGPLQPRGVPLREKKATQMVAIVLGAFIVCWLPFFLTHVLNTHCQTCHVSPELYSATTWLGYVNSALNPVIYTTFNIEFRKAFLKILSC
#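 Cells plated overnight at 1500 cells/well, then exposed to library compounds with dopamine controls for 90 minutes at 37 degrees C. DiscoveRx reagent added for 30–60 minutes at room temperature; luminescence read, quantitative HTS format.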
# GLP-1R agonist – agonists of human GLP-1 receptor; P43220; HEK293 GLP-1R CRE-luciferase, luminescence, 4-6 h; cells express a hypersensitive GLP-1R form; Potency, µM (highest dose often 45.6 µM), inactives show top-dose activation, most hits filed as activators; 0.007% of 380,000 active; note: potency is the fitted concentration of half-maximal effect; % of control where 0% means no effect
# Akt phos inh – blocks phosphorylation of Akt | activity change, % for hits at 50 µM | Neuro2A IGF-stimulated pAkt S473 HTRF, 20 min; hits give low values | 0.32% of 360,000 active; in the data active = activity change below about -80%; inconclusive = mostly about -51% to -80%; note: % is set by controls: 0 for no effect and ±100 for the full control effect
#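 Single-point screen (50 µM final compound) in Neuro2A cells stimulated 20 min with 6 nM IGF at 37 deg C. After lysis, Ser473-phosphorylated Akt read by HTRF (ex 330 nm, em 615/665 nm) as the 665/615 ratio.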
# PTHR1 ag – agonists of human PTHR1 parathyroid hormone receptor; Q03431; HEK293 GP2 PTHR1 cells, GloSensor cAMP luminescence, 1 h; Potency, µM (doses to about 115 µM), for inactives: top-dose activation, most hits filed as activators; 0.075% of 410,000 active; AID 743266; note: potency is the fitted concentration of half-maximal effect; nearly all actives have a fitted effect of over 55% in size; some results filed as inactive show a strong effect at the top dose; inactives centre near -15; many of its hits are not listed in these tables
#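 HEK-293-derived GP2 cells expressing PTHR1 and a GloSensor cAMP reporter, 3,000/well, plated overnight, given luciferin plus IBMX (each 0.5 mM as added) for 1 h at 37 °C, then compound for 1 h at 37 °C. Luminescence was read after 15 min at room temperature.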
# FUS yeast rescue – FUS proteinopathy suppression in yeast | S. cerevisiae FUS-expressing, growth rescue, OD600, 24 h | Potency, µM (titrated, usually from 76.6 µM), inactives show top-dose growth rescue (activation), most hits filed as activators | 0.24% of 390,000 active;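 note: potency is the fitted concentration of half-maximal effect; plate controls were DMSO vehicle for no effect and reference control for full effect; nearly all actives have a fitted effect of over 55% in size; some results filed as inactive show a strong effect at the top dose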
#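 Restored growth of FUS-toxic S. cerevisiae, read as 600 nm absorbance after 24 h at 30C in galactose medium (starting OD 0.005). Controls CP55940 and DMSO.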
# * = called active by the depositor; i = inactive; ? = inconclusive; · = no result given; [ ] = another dose, or the depositor's remark. Unless noted, calls come from the whole dose curve; as a rule, active = well fitted curve in the direction sought with a large enough effect; inconclusive = small, poorly fitted or top-dose-only effect, or another doubt; inactive = no such curve, though single readings can be large; an effect the other way counts as inactive or inconclusive. These rows are one share of the data; the hit share may differ from the screen's.
SMILES,TDP43 rescue,Abeta rescue,GLP-1R inv ag,aSyn rescue,DRD3 antagonist,GLP-1R agonist,Akt phos inh,PTHR1 ag,FUS yeast rescue
CCOc1ccc(-c2nnc(-c3ccncc3)o2)cc1OCC,-11%[9.22 µM],2%,31%[activator],2%,6,17%,i,-2%,16%
COc1cccc(CN(CC2CCCO2)S(=O)(=O)c2ccc(S(=O)(=O)NCC3CCCO3)cc2)c1OC (stereo unspecified),-13%,14%,0%,21%,-8,-1%,i,-23%[57.5 µM],35%
O=C(Nc1ccccc1)C1CCN(S(=O)(=O)c2ccc3c(c2)CCCN3C(=O)C2CCC2)CC1,20%,-12%,-16%,·,·,·,·,i,?
C=CCN(c1ccc(C(=O)Nc2ccc3c(c2)OCO3)cc1)S(C)(=O)=O,-8%,0%,19%,-7%,-27,16%,i,-11%,12%
Cc1c(NS(=O)(=O)c2cc(C(=O)NCc3cccc(Cl)c3)ccc2Cl)c(=O)n(-c2ccccc2)n1C,0%,-8%,-20%,1%,-12,4%,i,-14%,14%
C[C@@H]1CN([C@@H](C)CO)C(=O)CCCn2cc(nn2)CO[C@H]1CN(C)C(=O)Oc1ccccc1,0%,10%,5%,-2%,-14,-4%,i,-19%,-22%
CCOC(=O)CSc1nc(-c2ccccc2)nc2c1oc1ccccc12,-8%,-7%,4%,?,0,2%,i,i,-9%
COc1ccc(-c2cc(=O)[nH][nH]2)cc1,5%,14%,11%,0%,-8,2%,·,-1%[57.5 µM],-12%
CCN1C(=O)[C@H]2[C@H]3CN=C(SC)N3[C@@](C)(C(=O)OC)[C@H]2C1=O,10%,4%,7%,0%,17,-1%,i,-8%,-7%
O=[N+]([O-])c1ccccc1N/N=C1\CC2CC=CC12 (stereo unspecified),17%,12%,?,2%,19,16%,i,-42%[inhibitor],-19%
O=C1N/C(=N/N=C/c2ccccc2)SC1(c1ccccc1)c1ccccc1,-3%,8%,4%,-5%,13,1%,i,i,-11%
Cc1occc1C(=O)Nc1cc(C(F)(F)F)ccc1Cl,4%,10%,35%[activator],1%,36,2%,i,i,43%
CC(C)c1onc(C(=O)NC(C)c2ccccc2)c1[N+](=O)[O-] (stereo unspecified),24%,18%,4%,5%,16,-8%,i,-5%,-14%
O=C(Cc1cccs1)N(Cc1cccs1)C1(C(=O)NC2CCCC2)CCCCC1,20µM*,5%,?,0%,20,-9%,i,-16%,28%
CC(C)c1nnc2c(N(C)S(=O)(=O)c3ccccc3)nc3ccccc3n12,8%,-11%,15%,-4%,-7,0%,i,-4%,16%
COc1ccc(NC(=O)Cc2ccc(C)c(C)c2)cc1S(=O)(=O)N1CCCCC1,28%,9%,?,2%,7,-2%,i,-28%,·
O=C(NCc1cccnc1)C1CCCN(S(=O)(=O)c2cccc3nsnc23)C1 (stereo unspecified),-5%,-8%,-9%,3%,6,-8%,i,i,·
O=C(O)CCc1ccc(-c2ccc(Cl)cc2)n1CCC(=O)O,4%,12%,-9%,27%,8,0%,i,-14%[57.5 µM],3%
COc1ccccc1/C=N/NC(=O)c1ccc(CN2C(=O)c3cccc4cccc2c34)cc1,-22%,-11%,17%,-3%,-10,21%,i,-8%,59%
Cc1[nH]c2ccc(C(=O)O)cc2c1C,-15%,-18%,25%,-2%,5,-5%,i,-15%,3%
COC(=O)C[C@H]1N(S(=O)(=O)c2ccc(C)cc2)C(C(C)C)CC1(C(=O)OC)C(=O)OC (stereo partly specified),6%,-5%,-9%,0%,-4,·,i,-16%,22%
COc1ccc(NS(=O)(=O)c2ccc(N3CCCC3)c(NC(=S)Nc3ccc(SC(F)F)cc3)c2)cc1,-11%,-11%,?,-12%,-23,8%,i,i,·
CCOc1ccccc1N(CC(=O)Nc1cccnc1)S(C)(=O)=O,7%,8%,4%,7%,3,-5%,i,i,-9%
COc1cccc(/C=C/C(=O)OCC(=O)Nc2cccc(S(=O)(=O)NC3=NCCCCC3)c2)c1,8%,14%,-19%,-2%,13,-8%,i,-8%,?
CC1CN(C(=O)Nc2ccc(C(=O)NCc3cccc(F)c3)cc2)c2ccccc2S1 (stereo unspecified),13%,4%,?,·,·,·,·,i,0%

# Other results follow.
SMILES,TDP43 rescue,Abeta rescue,GLP-1R inv ag,aSyn rescue,DRD3 antagonist,GLP-1R agonist,Akt phos inh,PTHR1 ag,FUS yeast rescue
CNC(=O)NC(=O)C(OC(=O)CCNS(=O)(=O)c1ccccc1)c1ccccc1 (stereo unspecified),-4%,-6%,-18%,-6%,2,-1%,i,8%,26%
C[C@H](CO)N1C[C@H](C)[C@@H](CN(C)C(=O)Nc2ccccc2)Oc2ccc(NC(=O)Nc3ccc4c(c3)OCO4)cc2C1=O,16%,-9%,14%,-9%,3,11%,i,12%,?
OCC[C@H]1C[C@@H](O)[C@H](O)[C@@]2(CCCc3ccccc3O2)O1,0%,-13%,12%,-4%,-10,7%,i,i,-26%
CCOCc1nnc(NC(=O)CSCc2ccccc2)s1,9%,-8%,6%,-11%,1,-4%,i,i,16%
COc1cc(-c2cc(NC=O)c3ncc(-c4ccccc4)n3c2)cc(OC)c1OC,11%,0%,?,-5%,-19,20%,i,-27%,?
O=C(NCc1ccccc1)c1ccc(S(=O)(=O)N2CCCC2)cc1,0%,6%,3%,17%,6,-7%,i,i,17%
CCn1c(SCc2nc3ccccc3c(=O)[nH]2)nnc1C(C)NC(=O)c1ccccc1 (stereo unspecified),-4%[9.22 µM],4%,-17%,1%,4,10%,i,i,-1%
O=S1(=O)N[C@@H](Cc2ccccc2)COc2cc(N3CCSCC3)ccc21,?,8%,?,23%,-14,9%,i,-5%,38%
C/C(=N/Nc1ncc(Br)cn1)c1ccc([N+](=O)[O-])cc1,14%,-11%,3%,1%,1,3%,i,-52%[inhibitor],-5%
CCC(O)(c1ccccc1)C(CN1CCOCC1)c1ccccc1 (stereo unspecified),-18%,-3%,?,-2%,-10,1%,i,-12%,1%
COc1cccc(C(=O)Cn2c(=O)n(CC3CCCO3)c(=O)c3ccccc32)c1 (stereo unspecified),-1%,1%,?,7%,0,-6%,i,i,9%
CCOC(=O)C(C)Sc1nc2ccccc2c(=O)n1CC (stereo unspecified),10%,-11%,3%,-13%,27,8%,i,i,-5%
O=C(CN1CCN(Cc2ccc3c(c2)OCO3)CC1)Nc1ccc(F)cc1,-1%,10%,?,-1%,-1,1%,i,i,·
CCC(CC)c1nnc(NC(=O)C2CC(=O)N(CCc3ccc(OC)c(OC)c3)C2)s1 (stereo unspecified),0%,-4%,-10%,-11%,15,-1%,i,13%,32%
O=C(O)CCCCCNC(=O)Cn1nnc2ccccc2c1=O,-18%,5%,16%,0%,-16,-5%,i,-15%,-7%
O=C(C(=O)N1CCOCC1)c1cn(CC(=O)N2CCc3ccccc3C2)c2ccccc12,2%,11%,-11%,-3%,-5,-8%,i,-6%,-14%
COc1cc(/C=N/NC(=O)CC2(C)OCCCO2)ccc1OCc1ccc(Cl)cc1Cl,?,24%,?,1%,55,16%,i,-18%,30%
COc1ccc(-c2csc(NC(=O)C3CC(=O)N(Cc4ccco4)C3)n2)cc1 (stereo unspecified),-2%,-2%,?,-3%,-9,0%,i,-26%,25%
CC(NC(=O)c1ccccc1NC(=O)c1ccccc1)C(=O)N1CCOCC1 (stereo unspecified),3%,-9%,-5%,-2%,31,0%,i,-19%,·
O=C(Nc1ccccc1C(=O)Nc1cccnc1)c1ccccc1,2%,0%,8%,-18%,11,12%,i,i,19%
CC1CC1C(=O)N(C)CC(=O)Nc1cccc(F)c1 (stereo unspecified),5%,-4%,5%,0%,14,-15%,i,i,-5%
CN(C(=O)c1ccc(NC(=O)Cc2cccc(NC(=O)C3CCCN(C(=O)c4ccccc4)C3)c2)cc1)C1CC1 (stereo unspecified),29%,4%,4%,-3%,11,-1%,i,i,5%
CCC(=O)NC(=S)Nc1ccc(-c2nc3ccccc3s2)cc1,2%,-8%,3%,-7%,0,3%,?,-9%,-16%
CCC(=O)Nc1cccc(NC(=O)c2cccnc2)c1,-9%,3%,4%,-7%,0,-7%,i,i,-9%
O=S(=O)(c1cccc2ccccc12)N1CCCCC1,22%,27%,?,17%,16,5%,i,i,12%
C=CCN1C(=O)C(O)(CC(=O)c2ccco2)c2cc(Br)ccc21 (stereo unspecified),-3%,-15%,?,9%,-19,0%,i,-28%,-20%

# Compound profiles, from the list above. Order of screens: TDP43 rescue, Abeta rescue, GLP-1R inv ag, aSyn rescue, DRD3 antagonist, GLP-1R agonist, Akt phos inh, PTHR1 ag, FUS yeast rescue
# CC(NC(=O)c1ccccc1NC(=O)c1ccccc1)C(=O)N1CCOCC1 (stereo unspecified) reads 3%, -9%, -5%, -2%, 31, 0%, i, -19%, ·
# CCOC(=O)C(C)Sc1nc2ccccc2c(=O)n1CC (stereo unspecified) reads 10%, -11%, 3%, -13%, 27, 8%, i, i, -5%
# C=CCN1C(=O)C(O)(CC(=O)c2ccco2)c2cc(Br)ccc21 (stereo unspecified) reads -3%, -15%, ?, 9%, -19, 0%, i, -28%, -20%

# Some entries already given with just aSyn rescue and DRD3 antagonist.
Compound,aSyn rescue,DRD3 antagonist
O=C(CN1CCN(Cc2ccc3c(c2)OCO3)CC1)Nc1ccc(F)cc1,-1%,-1
CCC(CC)c1nnc(NC(=O)C2CC(=O)N(CCc3ccc(OC)c(OC)c3)C2)s1 (stereo unspecified),-11%,15

# Arranged by the number under GLP-1R inv ag (smallest number first): some entries from above.
Structure	GLP-1R inv ag
O=C(Nc1ccccc1)C1CCN(S(=O)(=O)c2ccc3c(c2)CCCN3C(=O)C2CCC2)CC1	-16%
CCC(CC)c1nnc(NC(=O)C2CC(=O)N(CCc3ccc(OC)c(OC)c3)C2)s1 (stereo unspecified)	-10%
COc1ccccc1/C=N/NC(=O)c1ccc(CN2C(=O)c3cccc4cccc2c34)cc1	17%
